Screening data: PubChem BioAssay, The Scripps Research Institute Molecular Screening Center
IDE inh – cellular human IDE inhibition; HEK cells, FAbetaB cleavage, fluorescence polarization; P14735; AID 434962; inhibition, % at 5.59 µM; actives 0.41% (n = 320,000);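 active = percent inhibition above the average of all tested compounds plus 3 SD, set per screening campaign, cut at about 16% in these data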;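 also: IDE supplied by intact live HEK cells; FP after avidin binding of uncleaved biotin substrate so inhibition keeps polarization high; 0% = DMSO wells and 100% = 60 µM reference IDE inhibitor Ii1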
Target sequence (P14735 whole entry, looked up): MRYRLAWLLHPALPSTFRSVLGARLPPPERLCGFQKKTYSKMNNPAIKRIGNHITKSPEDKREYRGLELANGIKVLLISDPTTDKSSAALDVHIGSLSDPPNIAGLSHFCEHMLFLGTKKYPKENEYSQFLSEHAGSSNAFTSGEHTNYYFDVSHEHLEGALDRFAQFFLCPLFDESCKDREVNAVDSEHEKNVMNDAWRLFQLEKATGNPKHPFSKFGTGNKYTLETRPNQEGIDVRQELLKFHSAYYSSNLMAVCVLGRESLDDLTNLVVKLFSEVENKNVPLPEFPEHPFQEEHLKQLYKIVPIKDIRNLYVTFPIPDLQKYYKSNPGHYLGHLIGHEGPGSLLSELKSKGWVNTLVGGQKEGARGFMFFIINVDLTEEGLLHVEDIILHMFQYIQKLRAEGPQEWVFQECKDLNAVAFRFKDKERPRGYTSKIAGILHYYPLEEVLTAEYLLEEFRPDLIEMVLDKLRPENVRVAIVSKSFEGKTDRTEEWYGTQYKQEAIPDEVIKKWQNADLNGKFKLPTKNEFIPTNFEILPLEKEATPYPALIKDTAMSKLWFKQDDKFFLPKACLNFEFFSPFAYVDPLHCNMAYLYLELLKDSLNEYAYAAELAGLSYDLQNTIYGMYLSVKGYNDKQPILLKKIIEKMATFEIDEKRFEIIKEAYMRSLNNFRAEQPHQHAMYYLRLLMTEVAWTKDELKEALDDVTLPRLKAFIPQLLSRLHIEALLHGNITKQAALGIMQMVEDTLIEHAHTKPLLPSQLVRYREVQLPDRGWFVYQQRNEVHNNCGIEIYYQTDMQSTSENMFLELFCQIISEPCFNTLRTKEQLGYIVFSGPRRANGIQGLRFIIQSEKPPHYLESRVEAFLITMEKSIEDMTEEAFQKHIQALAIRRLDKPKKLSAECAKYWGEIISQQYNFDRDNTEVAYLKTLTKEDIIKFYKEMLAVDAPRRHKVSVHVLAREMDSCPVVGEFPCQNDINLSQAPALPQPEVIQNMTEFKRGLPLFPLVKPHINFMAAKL
IDE act – activators of human insulin-degrading enzyme in cells; activation, % at 5.96 µM; actives 0.073% (n = 340,000); HEK cells, FAbeta-B cleavage, fluorescence polarization; 0% vehicle, 100% cell-free pure enzyme wells; P14735;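 active = activation above the mean of all tested compounds plus 3 SD, set per screening campaign, cut at about 17% in these data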
* hit, by the source's call; & = joins results of further samples.

SMILES	IDE inh	IDE act
COc1ccc(C(CNC(=O)c2cccc(S(=O)(=O)N3CCOCC3)c2)N2CCOCC2)cc1 (stereo not given)	2	-2
CC(C)[C@H](NC(=O)c1ccccc1F)C(=O)Nc1ccc2c(c1)OCO2	-1	2
O=C(Cc1cccc([N+](=O)[O-])c1)Nc1ccc(C(=O)N2CCOCC2)cc1	8	-1
O=C1C=C(c2ccc(Oc3ccccc3)cc2)C[C@@H](c2ccc(F)cc2)C1	4	3
CCOc1ncccc1C(=O)OCC(=O)NCCCc1ccccc1	0	3
CN(C)CCN[C@H]1CCC2C3CC=C4C[C@@H](O)CC[C@]4(C)C3CC[C@@]21C (stereo not given in full)	-1	2
CSCCC(NC(=O)COc1ccccc1)C(=O)N(C)Cc1ccc(SC)cc1 (stereo not given)	-3	5
Cc1ccc2nc(SCC(=O)NCCc3ccccc3)nc(=O)n2c1	1	-1
COc1ccc(S(=O)(=O)NCc2ccncc2)cc1NC(=O)c1ccccc1	-3	3
CCNc1nc(NCC)n2c(SCC(=O)Nc3ccc(C)cc3Br)nnc2n1	-2	-3
O=C(COC(=O)CNC(=O)c1ccccc1)NC1CCCCC1	3	-7
C[C@H](CO)N1C[C@H](C)[C@@H](CN(C)S(C)(=O)=O)Oc2ccc(NC(=O)C3CCCCC3)cc2C1=O	1	1
O=C(COC(=O)CNC(=O)C1CCCCC1)Nc1cc(C(F)(F)F)ccc1Cl	-2	-10
COc1ccc(C(=O)NCC(c2ccco2)N2CCOCC2)cc1OC (stereo not given)	-3	3
Cc1cc(C(=O)COc2cccc([N+](=O)[O-])c2)c(C)n1C1CC1	-2	-1
COc1ccc(NC(=O)CN(C)CC(=O)Nc2sc3c(c2C(N)=O)CCC3)cc1	1	-1
CN(CC(=O)Nc1ccc(F)cc1)C(=O)Cn1cnc2ccc(Cl)cc2c1=O	-2	4
C=CC[C@H](CC(=O)N(CCO)Cc1ccccc1)C(=O)N[C@H](COC(=O)[C@@H](CC=C)Cc1ccc(F)cc1)Cc1ccccc1	1	9
Cc1cccc(NC(=O)CNC(=O)Cc2ccc3c(c2)OCCO3)c1C	5	7
CCn1c(SC)nc2cc(S(=O)(=O)N3CCCCC3)ccc21	6	3
CC(C)NC(=O)N(C)C[C@H]1Oc2c(NC(=O)Nc3ccc(C(F)(F)F)cc3)cccc2C(=O)N([C@H](C)CO)C[C@@H]1C	1	3
CC1(c2ccc([N+](=O)[O-])cc2)NC(=O)N(CC(=O)Nc2cccnc2Cl)C1=O (stereo not given)	-6	9
Cc1ccc(/C=C2\SC(=O)N(CCNC(=O)C3CSC4(C)CCC(=O)N34)C2=O)cc1 (stereo not given)	3	0
O=[N+]([O-])c1ccccc1CNCCO	3	-3
OC1(C#Cc2c(-c3ccsc3)oc3ccc(N4CCOCC4)cc23)CCCCC1	1	-2
C[C@H](CO)N1C[C@H](C)[C@@H](CN(C)C(=O)Nc2ccc3c(c2)OCO3)Oc2c(NC(=O)Nc3ccc4c(c3)OCO4)cccc2C1=O	-3	4
COc1ccc(OCCCC(=O)OCC(=O)Nc2sccc2C(N)=O)cc1	8	-6
CC(OC(=O)c1ccccn1)C(=O)Nc1ccc2c(c1)OCCO2 (stereo not given)	7	1
CC(Oc1ccccc1)C(=O)Nc1ccc(S(=O)(=O)N2CCN(C)CC2)cc1 (stereo not given)	1	2
O=C(COC(=O)CCS(=O)(=O)c1ccc(F)cc1)NC1CCCCC1	3	1
O=C(Nc1ccc(Cl)cc1)c1nc[nH]c1C(=O)NCc1ccccc1	0	5
CCOC(=O)C1=C(C)Nc2ccccc2N/C1=N\S(=O)(=O)c1ccc(Cl)cc1	3	0
N#CCC(=O)Nc1ccc(C(=O)NNC(=O)CCN2CCN(c3ccccc3)CC2)cc1	-1	-2
CCOc1ccc(NS(=O)(=O)c2cc(NC(=O)C3CC3)ccc2C)cc1Br	-1	6
CC1CCCC(C)N1C(=O)COC(=O)c1cccnc1Cl (stereo not given)	1	2
Cc1ccc([C@@H]2CC=C(C(=O)O)CN2S(=O)(=O)c2ccccc2C)cc1	-2	-4
Cc1ccc(NC(=O)CN(C)C(=O)C(Sc2ccccc2)c2ccccc2)cc1 (stereo not given)	-5	0
Cc1noc(C)c1NC(=O)N(C)C[C@H]1Oc2ccc(NS(=O)(=O)c3c(C)noc3C)cc2C(=O)N([C@H](C)CO)C[C@@H]1C	6	-1
Cc1c(C(=O)NCc2ccccn2)oc2ccc(Br)cc12	2	0
CCCCN(C(=O)Cc1ccc(S(=O)(=O)N2CCOCC2)s1)c1c(N)n(CCCC)c(=O)[nH]c1=O	0	-3

Sorted by value in IDE inh (descending): 3 from the list above
SMILES,IDE inh,IDE act
CC1CCCC(C)N1C(=O)COC(=O)c1cccnc1Cl (stereo not given),1,2
CCOc1ccc(NS(=O)(=O)c2cc(NC(=O)C3CC3)ccc2C)cc1Br,-1,6
CC1(c2ccc([N+](=O)[O-])cc2)NC(=O)N(CC(=O)Nc2cccnc2Cl)C1=O (stereo not given),-6,9

Sorted by molecular weight (high to low): part of the list above
SMILES	IDE inh	IDE act
Cc1noc(C)c1NC(=O)N(C)C[C@H]1Oc2ccc(NS(=O)(=O)c3c(C)noc3C)cc2C(=O)N([C@H](C)CO)C[C@@H]1C	6	-1
CCOc1ccc(NS(=O)(=O)c2cc(NC(=O)C3CC3)ccc2C)cc1Br	-1	6
N#CCC(=O)Nc1ccc(C(=O)NNC(=O)CCN2CCN(c3ccccc3)CC2)cc1	-1	-2
Cc1c(C(=O)NCc2ccccn2)oc2ccc(Br)cc12	2	0
CC(OC(=O)c1ccccn1)C(=O)Nc1ccc2c(c1)OCCO2 (stereo not given)	7	1
CC1CCCC(C)N1C(=O)COC(=O)c1cccnc1Cl (stereo not given)	1	2

More compounds.
CCOC(=O)c1[nH]c(C)c(C(=O)OCC(=O)NC(C)c2ccc(F)cc2)c1C (stereo not given)
  IDE inh: 2; IDE act: 0
Cc1c(NC(=O)CSc2nnc(-c3cccnc3)n2N)c(=O)n(-c2ccccc2)n1C
  IDE inh: -1; IDE act: 3
COc1cc2cncc(Cc3ccc(Cl)cc3)c2cc1OC
  IDE inh: 9; IDE act: 3
COc1ccc(N2CC(NS(=O)(=O)c3cccnc3)CC2=O)cc1 (stereo not given)
  IDE inh: -7; IDE act: 4
Cc1ccc(NC(=O)COC(=O)Cn2ccc(=O)[nH]c2=O)cc1C
  IDE inh: 0; IDE act: 2
CC(C)(C)OC(=O)N1CCN(C(=O)c2[nH]cnc2C(=O)Nc2cccc(Cl)c2)CC1
  IDE inh: -2; IDE act: 1
O=[N+]([O-])c1ccc(Cl)c(S(=O)(=O)Nc2ccc(-c3ccc(N4CCOCC4)nn3)cc2)c1
  IDE inh: 11; IDE act: 2
CN(C(=O)COc1ncnc2ccccc12)C1CCCCC1
  IDE inh: 1; IDE act: 1
Cc1cc(C)cc(OCC(=O)Nc2ccc(N3CCCCC3)cc2)c1
  IDE inh: -1; IDE act: 2
CCOc1ccc(OCCC(=O)OCC(=O)NC2CCCC2)cc1
  IDE inh: 6; IDE act: 3
COc1cc(C(O)CO)ccc1OS(=O)(=O)O (stereo not given)
  IDE inh: -3; IDE act: -1
O=C(COC(=O)[C@@H]1CC(O)CN1S(=O)(=O)c1ccc(Cl)c(Cl)c1)NC(=O)NCc1ccccc1 (stereo not given in full)
  IDE inh: 1; IDE act: 4
O=C(C[C@H]1C/C=C\C[C@H](NC(=O)OCC2c3ccccc3-c3ccccc32)C(=O)O[C@H](c2ccccc2)CNC1=O)N[C@H](CO)Cc1ccccc1
  IDE inh: 4; IDE act: 7
Cc1cc(C)c(NC(=O)COC(=O)CCn2c(C)csc2=O)c(C)c1
  IDE inh: -1; IDE act: -3
CC(=O)O[C@H](CC(=O)O)C[N+](C)(C)C
  IDE inh: 7; IDE act: 7
CC(C)(CNC(=O)Cc1ccc(NS(=O)(=O)c2cccc(C(F)(F)F)c2)cc1)N1CCOCC1
  IDE inh: -1; IDE act: 2
C[C@H](CO)N1C[C@H](C)[C@@H](CN(C)Cc2ccc(Cl)c(Cl)c2)Oc2c(NS(=O)(=O)c3cn(C)cn3)cccc2C1=O
  IDE inh: 5; IDE act: 2
Cc1cccc(N2N=C(C(=O)N3Cc4ccccc4CC3C(N)=O)CCC2=O)c1 (stereo not given)
  IDE inh: 2; IDE act: 2
COc1ccc(NC(=O)COC(=O)C(NC(=O)c2ccc(C)cc2)C(C)C)cn1 (stereo not given)
  IDE inh: 0; IDE act: 2
COc1ccc(N/C(=C2\CCCC2=O)C2CCCCC2)cc1
  IDE inh: -2; IDE act: 1
Cc1ccc(S(=O)(=O)N2CCN(C(=O)CSc3ncn[nH]3)CC2)cc1
  IDE inh: -4; IDE act: -1
Cc1nnc(SCC(=O)c2c(N)n(C3CC3)c(=O)[nH]c2=O)n1-c1ccccc1
  IDE inh: -1; IDE act: 2
C=CC[C@@H](CC(=O)OC(C)(C)C)C(=O)OC[C@H]1CCCN1C(=O)[C@@H](CC=C)CC(=O)N(CCO)Cc1ccccc1
  IDE inh: 0; IDE act: 5
O=C(COc1ccc([N+](=O)[O-])cc1Cl)N1CCc2ccccc21
  IDE inh: 2; IDE act: 6
COc1cc(NC(=O)Cc2ccc(S(=O)(=O)N3CCOCC3)s2)c(OC)cc1Cl
  IDE inh: -1; IDE act: 9

Single records, from the list above. Screens in order: IDE inh | IDE act
O=[N+]([O-])c1ccc(Cl)c(S(=O)(=O)Nc2ccc(-c3ccc(N4CCOCC4)nn3)cc2)c1 is listed as 11 | 2
COc1ccc(N/C(=C2\CCCC2=O)C2CCCCC2)cc1 is listed as -2 | 1
Cc1ccc(NC(=O)COC(=O)Cn2ccc(=O)[nH]c2=O)cc1C is listed as 0 | 2
CC(C)(C)OC(=O)N1CCN(C(=O)c2[nH]cnc2C(=O)Nc2cccc(Cl)c2)CC1 is listed as -2 | 1
C=CC[C@@H](CC(=O)OC(C)(C)C)C(=O)OC[C@H]1CCCN1C(=O)[C@@H](CC=C)CC(=O)N(CCO)Cc1ccccc1 is listed as 0 | 5

Remaining list, next part:
Cn1c(=O)c2c(ncn2CC(=O)OCC(=O)Nc2ccc(F)cc2F)n(C)c1=O
  IDE inh: -5; IDE act: 2
COc1ccc(C(=O)COC(=O)Cc2c[nH]c3ccccc23)c(OC)c1
  IDE inh: -1; IDE act: -3
COc1cc(C#Cc2c(-c3ccccc3OC)oc3ccccc23)cc(OC)c1
  IDE inh: -1; IDE act: 4
Cc1cc(C)n(-c2ccc(C(=O)OCC(=O)Nc3cc(S(C)(=O)=O)ccc3Cl)cc2)n1
  IDE inh: -6; IDE act: -2
C[C@@H]1O[C@@H](Oc2c(-c3ccc(O)c(O)c3)oc3cc(O)cc(O)c3c2=O)[C@H](O)[C@H](O)[C@H]1O
  IDE inh: 2; IDE act: 6&3
CSc1nc(O)c(C(c2ccc(OC(C)C)cc2)c2c(O)nc(SC)[nH]c2=O)c(=O)[nH]1
  IDE inh: 4; IDE act: -8
CC(C)NC(=O)[C@]1(C)CCC[C@@]2(C)C3CC[C@@]4(C)C[C@]3(CCC21)CC4=O (stereo not given in full)
  IDE inh: 1; IDE act: 1
Cn1nc(C(=O)NNC(=O)c2ccc(Cl)c(S(N)(=O)=O)c2)c2ccccc2c1=O
  IDE inh: 4; IDE act: 2
CSCCC(NS(=O)(=O)c1ccccc1F)C(=O)NCc1cccs1 (stereo not given)
  IDE inh: -3; IDE act: 3
COc1ccc(NC(=O)CSc2ncccn2)cc1S(=O)(=O)N1CCCCC1
  IDE inh: -3; IDE act: 5
Cc1ccc([C@@H]2CC=C(C(=O)O)[C@H](c3ccccc3F)N2S(=O)(=O)c2ccccc2C)cc1
  IDE inh: 6; IDE act: -2
CC(OC(=O)C1CC1)C(=O)Nc1ncc(Cl)cc1Cl (stereo not given)
  IDE inh: 2; IDE act: 1
CN(Cc1c(F)cccc1Cl)C(=O)CNC(=O)c1ccc2c(c1)OCO2
  IDE inh: 0; IDE act: 2
CCOc1ccc(CCNC(=O)COC(=O)c2cccnc2SC)cc1OCC
  IDE inh: 3; IDE act: -2
COc1ccc(COn2nnc3ccc(S(=O)(=O)N4CCOCC4)cc32)cc1F
  IDE inh: 4; IDE act: 0
O=C(COC(=O)c1ccc(Cl)nc1)Nc1cc(S(=O)(=O)N2CCOCC2)ccc1Cl
  IDE inh: -1; IDE act: 0
O=C(NCCCO)C(=O)Nc1ccc2c(c1)N(S(=O)(=O)c1cccs1)CCC2
  IDE inh: 8; IDE act: -5
CC(OC(=O)CNC(=O)COc1ccccc1)C(=O)N(C)Cc1ccccc1 (stereo not given)
  IDE inh: -1; IDE act: 2
Cn1c(Cc2nc3ccccc3n2C)nc2ccccc21
  IDE inh: 1; IDE act: 4

This is a subset; rates above refer to the full screens.
